High-throughput results from PubChem BioAssay.
CF NFkB block = inhibitors of cystic fibrosis induced NF-kB. KKLEB NF-kB-GFP reporter, PAF-induced, GFP fluorescence overnight. inhibition, % at 5 µM. 360,000 compounds, 0.86% hits. AID 588850;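 active = at least 50% inhibition at 5 µM, scaled per plate between neutral and stimulator controls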;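 note: PAF is a Pseudomonas aeruginosa culture filtrate used as stimulus; plate controls were PAF-stimulated DMSO wells for no effect and unstimulated DMSO wells for full effect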
SRC3 inh = human NCOA3 inhibition; Q9Y6Q9; 360,000 compounds, 0.17% hits; HEK293 GAL4-SRC3 luciferase reporter, luminescence; inhibition, % at 3.6 µM; AID 588352;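 active = inhibition above a per-campaign cutoff, the mean of all compounds plus 3 SD, cut at about 60% in these data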;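 note: 0% = DMSO-treated cells and 100% = gossypol-treated cells at 36 µM; higher means less SRC3-driven luciferase light from the GAL4 reporter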
TWEAK Fn14 block = inhibitors of TWEAK-Fn14 interaction signaling. inhibition, % at 10 µM. 360,000 compounds, 2% hits. TWEAK-stimulated Fn14 reporter cells, luciferase luminescence, 8 h; in the data active = inhibition above about 50%
TROY signal inh = blocks TROY-dependent signaling in reporter cells | Q293 LMP1-TROYcd NF-kB luciferase reporter, 4 h | inhibition, % at 10 µM | 360,000 compounds, 0.98% hits;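 active = compounds whose plate-normalised and pattern-corrected inhibition of the luciferase reporter signal at the single screening dose is 50% or more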
NCOA1 inh = inhibits human SRC1 coactivator. Q15788. inhibition, % at 3.6 µM. AID 588354. 360,000 compounds, 0.12% hits. HEK293 GAL4-SRC1 luciferase reporter, luminescence;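 active = inhibition above the campaign mean plus 3 SD, with each screening campaign given its own cutoff, cut at about 60% in these data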;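 note: 0% = DMSO treated cells and 100% = gossypol at 36 µM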
NR2F2 inh = blocks human COUP-TFII nuclear receptor; P24468; HEK293T NGFI-A luciferase reporter, luminescence; inhibition, % at 8.6 µM; 370,000 compounds, 0.7% hits; AID 686940;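 active = inhibition above a per-plate cutoff, mean inhibition of test wells between control levels plus 3 SD, cut at about 38% in these data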;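 note: cells cotransfected with COUP-TFII expression vector driving the NGFI-A reporter; 0% = median of COUP-TF2 test wells and 100% = reporter-only cells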
EBV LMP1 NFkB = Epstein-Barr LMP1 NF-kappaB reporter inhibition. LMP1-induced NF-kappaB luciferase reporter cells, luminescence. inhibition, % at 12.5 µM. 350,000 compounds, 0.69% hits. AID 504558; in the data active = inhibition above about 41%;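 note: 0% = neutral control wells and 100% = reference inhibitor control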
NCOA2 inhibitor = inhibits human steroid receptor coactivator 2 | Q15596 | HEK293 GAL4-SRC2 luciferase reporter, luminescence | inhibition, % at 9 µM | 370,000 compounds, 0.17% hits | AID 651957;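 active = inhibition above the mean inhibition of all tested compounds plus 3 SD, set per campaign, cut at about 52% in these data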;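 note: 0% = DMSO treated cells and 100% = cells given Gossypol at 36 µM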
Target sequence (Q15596 whole entry, looked up, the tested form may be a part): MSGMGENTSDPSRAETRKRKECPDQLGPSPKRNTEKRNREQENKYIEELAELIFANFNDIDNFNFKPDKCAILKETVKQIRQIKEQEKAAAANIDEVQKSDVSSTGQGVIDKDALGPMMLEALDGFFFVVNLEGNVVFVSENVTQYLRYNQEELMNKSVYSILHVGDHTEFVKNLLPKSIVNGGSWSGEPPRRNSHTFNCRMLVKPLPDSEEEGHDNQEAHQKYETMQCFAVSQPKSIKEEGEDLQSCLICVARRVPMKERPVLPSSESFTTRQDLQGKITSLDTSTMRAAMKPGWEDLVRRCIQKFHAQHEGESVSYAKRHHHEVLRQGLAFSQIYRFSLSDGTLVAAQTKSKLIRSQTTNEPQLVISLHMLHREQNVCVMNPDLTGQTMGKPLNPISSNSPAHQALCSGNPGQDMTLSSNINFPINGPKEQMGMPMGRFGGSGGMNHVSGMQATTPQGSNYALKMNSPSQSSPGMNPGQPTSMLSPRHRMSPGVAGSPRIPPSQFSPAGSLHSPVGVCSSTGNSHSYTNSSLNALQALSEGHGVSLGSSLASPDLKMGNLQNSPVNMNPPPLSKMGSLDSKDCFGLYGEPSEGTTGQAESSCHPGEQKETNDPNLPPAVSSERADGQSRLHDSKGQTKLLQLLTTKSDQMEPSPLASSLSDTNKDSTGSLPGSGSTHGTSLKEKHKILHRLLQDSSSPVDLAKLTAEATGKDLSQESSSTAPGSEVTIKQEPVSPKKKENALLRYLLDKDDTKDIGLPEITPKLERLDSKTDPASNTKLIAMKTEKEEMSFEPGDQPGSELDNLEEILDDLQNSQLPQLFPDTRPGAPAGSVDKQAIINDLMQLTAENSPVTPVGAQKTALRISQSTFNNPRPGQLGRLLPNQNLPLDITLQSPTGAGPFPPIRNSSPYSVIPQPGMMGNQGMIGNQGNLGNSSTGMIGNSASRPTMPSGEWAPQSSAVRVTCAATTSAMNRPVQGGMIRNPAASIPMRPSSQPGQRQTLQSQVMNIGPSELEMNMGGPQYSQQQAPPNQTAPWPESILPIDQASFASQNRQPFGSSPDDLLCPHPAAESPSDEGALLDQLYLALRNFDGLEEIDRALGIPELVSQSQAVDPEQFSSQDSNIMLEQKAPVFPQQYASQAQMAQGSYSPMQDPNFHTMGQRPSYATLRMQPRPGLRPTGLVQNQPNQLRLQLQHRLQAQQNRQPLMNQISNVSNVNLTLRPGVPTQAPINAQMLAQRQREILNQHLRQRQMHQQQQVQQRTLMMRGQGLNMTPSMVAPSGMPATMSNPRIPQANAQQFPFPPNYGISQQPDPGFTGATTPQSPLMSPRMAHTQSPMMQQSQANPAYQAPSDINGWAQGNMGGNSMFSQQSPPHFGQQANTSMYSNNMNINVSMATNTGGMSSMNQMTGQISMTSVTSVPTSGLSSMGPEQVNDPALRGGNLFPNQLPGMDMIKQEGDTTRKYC
NR5A2 inv ag = inverse agonists of human LRH-1 (NR5A2); O00482; HEK293T StAR-luciferase reporter, LRH-1 transfected, 24 h; inhibition, % at 3.6 µM; 360,000 compounds, 0.13% hits; AID 602396;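 active = inhibition above the mean inhibition of all tested compounds plus 3 SD, cut at about 73% in these data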;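 note: 0% = DMSO wells and 100% = reporter-only cells lacking LRH-1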
C8 TRAIL sens = sensitizes caspase-8 expressing cells to TRAIL; 360,000 compounds, 1% hits; NB7+C8 cells + TRAIL, ATPlite viability luminescence; inhibition (viability loss, TRAIL sensitization), % at 10 µM;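 active = compounds causing at least 50% loss of cell viability in the single-dose screen, relative to plate controls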
KKLEB cytotox = CF airway cell cytotoxicity counter-screen. KKLEB CF airway cells viability, ATPlite luminescence, overnight; hits give low values; cells stimulated with P. aeruginosa culture filtrate. activity change (cytotoxicity), % at 5 µM. 360,000 compounds, 0.36% hits;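 active = corrected activity change at or below -50% at 5 µM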
* = called active by the depositor; / = not tested or not shown.

SMILES	CF NFkB block	SRC3 inh	TWEAK Fn14 block	TROY signal inh	NCOA1 inh	NR2F2 inh	EBV LMP1 NFkB	NCOA2 inhibitor	NR5A2 inv ag	C8 TRAIL sens	KKLEB cytotox
COc1ccc(/C(O)=C2/C(=O)C(=O)N(CCN(C)C)C2c2ccc(OC)c(OC)c2)c(C)c1 (stereo unspecified)	3	8	13	36	12	4	3	-11	-3	-8	0
Oc1ccccc1N1CCN(C(=S)Nc2ccc(SC(F)F)cc2)CC1	12	-27	41	15	13	8	-13	-1	-19	-6	3
Cc1cc(C)cc(NC(=O)Nc2cc(S(=O)(=O)N(C)C)ccc2C)c1	15	19	0	-5	11	6	/	36	13	-2	1
O=C(COC(=O)c1ccccc1NCCO)NCC1CCCCC1	11	-17	50*	24	-22	-3	16	-11	-13	-9	-12
Brc1ccc(-n2cc(-c3ccccc3)c3c(NN4CCOCC4)ncnc32)cc1	-4	-7	13	27	-29	-3	21	15	-7	-3	-18
CCOc1ccc(CCNC(=O)Cn2cccc2C(=O)c2ccccc2)cc1OCC	8	8	6	5	9	10	1	-26	11	3	-7
COc1ccc2oc(C(=O)NCCC(C)C)c(C)c2c1	-28	-82	7	-36	-91	-41	-33	-35	-118	15	-14
Cc1cc(C(=O)NC2CCN(Cc3ccccc3)CC2)n[nH]1	3	8	-6	-13	19	-2	0	10	-7	-6	-3
CN(Cc1cccc([N+](=O)[O-])c1)Cc1cccc2ccccc12	-17	-31	-15	-5	-21	-13	-5	19	5	10	7
Cc1cc(C)c2c(c1)-c1c(ssc1=S)C(C)(C)N2C(=O)CN1C(=O)c2ccccc2C1=O	-9	8	-1	4	3	14	-2	-18	1	4	1
Cc1ccc(-c2nnn(CC(=O)N(c3ccccc3)C(C(=O)NC3CCCC3)c3ccco3)n2)o1 (stereo unspecified)	14	4	-4	-8	3	5	-3	11	-3	-2	-2
CCOC(=O)c1ccc(NC(=O)c2ccc(CN3CCOCC3)cc2)cc1	7	32	34	5	11	50*	19	17	25	26	-12
Cc1ccccc1NC(=S)N(C)C1(c2ccccc2Cl)CCCCC1=O (stereo unspecified)	31	4	17	19	3	-6	3	10	-6	-20	-23
Cc1n[nH]c(=O)nc1N1CCN(c2ccccc2)CC1	2	-69	14	3	-12	-14	-1	-3	9	1	15
O=C(CSc1cccc[n+]1[O-])NC(=O)c1ccc(OC(F)F)cc1	-18	7	-10	13	18	-7	4	16	3	-1	7
CC(C)Nc1nc2c(c(=O)n(C)c(=O)n2C)n1C	-7	9	29	-18	2	0	-5	0	-20	3	-12
C=CCNCCOCCSc1ccc(Cl)cc1	3	8	7	-5	-6	-7	1	-17	-22	2	3
CCC1=C(OC(=O)N(CC)CC)N2C(=O)OC(=NCCc3c[nH]c4ccccc34)[C@]2(C)[C@H]2C1=CC[C@H]1C(=O)N(CC)C(=O)[C@H]12	16	-8	-1	1	2	11	2	10	-13	-17	-2
COC(=O)c1ccccc1NC(=O)CSc1nnc(C(CO)NC(=O)c2ccccc2Cl)n1C (stereo unspecified)	2	-14	-9	-8	4	-4	-3	-5	21	-4	7
CC[C@H](C)/C=C(C)/C=C/C1=CC2=CC(=O)[C@]3(C)OC(=O)[C@@H](C(C)=O)[C@@H]3C2=CO1	4	1	-20	-6	0	7	-8	-11	2	7	-4

Compounds listed so far with two or more sulfur atoms (2):
SMILES	CF NFkB block	SRC3 inh	TWEAK Fn14 block	TROY signal inh	NCOA1 inh	NR2F2 inh	EBV LMP1 NFkB	NCOA2 inhibitor	NR5A2 inv ag	C8 TRAIL sens	KKLEB cytotox
Oc1ccccc1N1CCN(C(=S)Nc2ccc(SC(F)F)cc2)CC1	12	-27	41	15	13	8	-13	-1	-19	-6	3
Cc1cc(C)c2c(c1)-c1c(ssc1=S)C(C)(C)N2C(=O)CN1C(=O)c2ccccc2C1=O	-9	8	-1	4	3	14	-2	-18	1	4	1

Continuation.
SMILES	CF NFkB block	SRC3 inh	TWEAK Fn14 block	TROY signal inh	NCOA1 inh	NR2F2 inh	EBV LMP1 NFkB	NCOA2 inhibitor	NR5A2 inv ag	C8 TRAIL sens	KKLEB cytotox
COc1ccc(N2C(=O)CC(N(CCc3ccccc3)C(=O)/C=C/C(=O)O)C2=O)cc1 (stereo unspecified)	18	8	-12	5	2	-4	9	-31	-9	-1	-5
CCOC(=O)c1nn(-c2ccc(C)c(C)c2)cc1O	-1	-77	23	-19	-103	-38	3	-46	-161	17	1
Cc1ccc(NC(=O)c2ccc(Cl)c(NC(=O)c3cccs3)c2)cc1	31	-54	-35	-100	-51	-41	-30	-73	-37	14	-24
C/C(CC(=O)NCCN1CCOCC1)=N\NC(=O)c1ccncc1	-21	14	8	12	9	-15	-21	-12	12	8	10
COc1cc(OC)c(OC)cc1CNCCNC(=O)c1nonc1N	-15	11	-11	5	8	-9	-2	7	16	9	8
COc1cccc(-n2ccnc2SCC(=O)Nc2ccccc2)c1	-17	1	4	2	1	16	0	-26	12	-11	-1
CC(Oc1ccccc1)c1nnc(SCC(=O)NC2CC2)n1C (stereo unspecified)	-12	-16	-1	-7	-1	-1	-9	-30	10	-10	7
Cn1c(=O)cc(Cl)[nH]c1=O	9	12	1	-4	3	3	-3	-21	13	0	12
CCC1C(=O)NCCN1C(=O)c1cccc(OC2CCN(S(=O)(=O)N(C)C)CC2)c1 (stereo unspecified)	3	19	-1	-18	-13	8	-6	-20	7	0	9
N=c1ccn2c(n1)O[C@H]1[C@@H](CO)[C@H](O)O[C@H]12	-18	8	3	0	11	20	28	-15	18	3	0
Cc1ccc(C(=O)NC2CCC(C)CC2)s1 (stereo unspecified)	-6	-78	0	10	-106	-51	-27	-60	-119	17	-17
O=[N+]([O-])c1ccc(/C=N/Nc2ncccc2[N+](=O)[O-])s1	-5	-10	11	-21	-27	-20	-26	-52	4	21	-1
Cc1cc(NS(=O)(=O)c2ccc(NC(=O)c3oc4ccccc4c3C)cc2)no1	-16	6	11	17	-17	-10	0	3	-2	13	-19
CN1CCN(C(=O)Nc2ccc([N+](=O)[O-])cc2)CC1	-12	-14	-19	-6	-18	2	2	7	-7	-3	7
Cc1cc(C)cc(OCc2nnc(SCC(=O)OC(C)C)o2)c1	2	10	-10	10	12	-9	0	-3	-1	1	12
Cc1cc(C)n(-c2ccc(NC(=O)C3CCN(Cc4ccccn4)CC3)cc2)n1	-4	14	17	-25	-14	3	-4	-9	15	-9	-10
COc1cccc(C(=O)NN2c3ccccc3CCc3ccccc32)c1	29	28	-14	-9	1	20	0	6	-32	-13	-38
C[C@@H]1CN([C@@H](C)CO)C(=O)CCCn2nncc2CO[C@@H]1CN(C)C(=O)Nc1ccccc1	-27	-15	7	-4	14	-5	-3	13	5	-20	13
Cc1ccc(CNC(=O)CSc2nnc3c(n2)[nH]c2ccccc23)cc1	-6	8	12	8	-12	5	-2	5	13	1	1
Cc1ccc(S(=O)(=O)NCc2cccnc2)s1	-7	3	-1	-16	-8	29	7	15	16	-11	7
Nc1nc(SCc2ccccc2Cl)c2ncn(C3OC(CO)C(O)C3O)c2n1 (stereo unspecified)	5	-8	-22	-6	-5	-2	0	-16	-11	-2	-4
CCCc1cc(=O)[nH]c(Nc2cc(OC)ccc2OC)n1	-1	10	3	-5	-5	11	-8	1	9	-13	0
CCN(CC)S(=O)(=O)c1cc(NC(=O)CSc2nccn2C)ccc1C	1	-8	-3	-30	-7	-8	3	-4	-34	5	15
CCCn1c(N)c(C(=O)CSc2nc3ccccc3s2)c(=O)[nH]c1=O	-29	-75	-38	7	-24	-36	1	-20	-32	29	-10
NCCc1nnc(SCc2ccccc2Cl)o1	-10	12	-7	-9	-1	16	2	-9	-1	3	12
CC(C)N(C(=O)CSc1nc(Cc2ccccc2)nc2ccccc12)C(C)C	18	3	23	9	-5	-3	-2	13	-5	2	-6
O=C(CSc1c(Cl)cccc1Cl)NC1CCCc2ccccc21 (stereo unspecified)	-8	22	-5	12	-11	7	1	2	12	-10	16
CCN(CC)S(=O)(=O)c1cccc(C(=O)OCC(=O)C23CC4CC(CC(C4)C2)C3)c1	9	3	-28	29	-12	7	0	-2	-16	8	-1
CC1CC(C)CN(C(=O)C(NS(=O)(=O)c2ccc(Br)s2)c2ccccc2)C1 (stereo unspecified)	2	6	12	16	6	-5	-5	12	16	-2	-2
CC(C)OC(=O)n1c(=S)oc2ccccc21	-7	13	-27	-15	-9	1	2	-25	-5	-8	9
O=C(NCc1ccccc1)c1ccc(NC(=O)C2CCCC2)cc1	-8	8	-1	-15	-10	7	-5	5	16	0	3
COc1cc2[nH]c(C(=O)N3CCc4ccccc4C3)cc2c(OC)c1OC	-36	17	16	-17	-15	-1	-6	-15	0	1	2
N#Cc1cccnc1Oc1ccccc1	-4	16	0	-4	11	-9	-2	8	11	-26	10
COc1ccc(C(=O)N2CCN(c3ccc(C)cc3)CC2)cc1OC	-6	12	-1	-2	11	-5	0	0	8	0	28
Cc1ccc(C(C(=O)NC2CCCC2)N(Cc2ccc(F)cc2)C(=O)c2csnn2)o1 (stereo unspecified)	-8	17	15	2	-6	1	5	12	4	6	-14
CCOC(=O)N1CCN(C(c2ccnc3ccccc23)c2nnnn2-c2c(C)cccc2C)CC1 (stereo unspecified)	/	/	8	6	/	-8	/	-9	-11	-5	/
COc1ccc(/C=C2\SC(=S)N(CC(=O)N3CCN(C)CC3)C2=O)cc1	-12	22	-25	-21	-11	-5	/	-1	-2	5	4
COc1ccc(CC(=O)Nc2cccc(/C(C)=N/NC(=O)c3cccc([N+](=O)[O-])c3)c2)cc1	-13	-24	0	-17	1	-1	0	-9	-5	5	3
CCN(c1cccc(C(F)(F)F)c1)S(=O)(=O)c1ccc2c(c1)CCN2C(=O)C1CC1	-12	13	48	41	23	12	8	-38	-11	22	0
CC(=O)c1cccc(NC(=O)CSc2nnc(C(C)N(C)C)n2Cc2ccccc2)c1 (stereo unspecified)	4	5	-12	1	-1	2	-10	14	-17	5	-2
CC(=O)Nc1sc2c(c1-c1nc3ccccc3s1)CCN(C(C)C)C2	-1	24	-57	-1	46	/	78*	/	59	54*	-31
CCCSc1nc(C)c2cc(C)cc(C)c2n1	-2	4	13	-8	19	12	-2	7	3	0	0
OCC#CCSc1nnc(-c2ccc(Br)cc2)o1	-4	-11	-4	-30	-43	-24	-5	-28	-28	6	-1
C=CCn1c(=O)c(C(=O)Nc2cccnc2)c(O)c2ccccc21	2	13	9	18	2	-2	-4	-1	2	16	1
COc1ccc(C(=S)NC2CCCCC2)cc1	2	-37	-25	-34	-32	-19	-19	-5	-54	5	-1
O=C(N/N=C/c1ccc(OC(=O)c2cccc(F)c2)cc1)c1cccnc1	-8	0	-5	-15	-15	-8	5	-4	-7	0	11
CC(=O)C1=C(c2ccccc2)NC(=O)NC1c1ccccc1OCC(=O)Nc1ccccc1 (stereo unspecified)	-21	15	11	-24	-1	5	4	-14	22	-8	14
O=C(CC(c1ccccc1)c1cc(Br)ccc1O)N1CCCC1 (stereo unspecified)	3	16	13	-21	4	-10	-4	-20	-12	-1	8
CC(=O)c1ccc(OC(=O)C2CSC3(C)CCC(=O)N23)cc1 (stereo unspecified)	4	-1	12	-12	1	25	0	13	12	1	9
